ROMK mod = modulators of human ROMK potassium channel; Tet-inducible ROMK, thallium flux fluorescence; actives lie on both sides; B-score at 10 µM; 2% of 130,000 active;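 active means signal ratio slope over the read window, or its plate-corrected B-score, at least 3 SD from the plate mean, either direction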;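 further: B-score of the F/F0 ratio slope over 7 to 12 s after thallium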
Target sequence (P48048 whole entry, looked up): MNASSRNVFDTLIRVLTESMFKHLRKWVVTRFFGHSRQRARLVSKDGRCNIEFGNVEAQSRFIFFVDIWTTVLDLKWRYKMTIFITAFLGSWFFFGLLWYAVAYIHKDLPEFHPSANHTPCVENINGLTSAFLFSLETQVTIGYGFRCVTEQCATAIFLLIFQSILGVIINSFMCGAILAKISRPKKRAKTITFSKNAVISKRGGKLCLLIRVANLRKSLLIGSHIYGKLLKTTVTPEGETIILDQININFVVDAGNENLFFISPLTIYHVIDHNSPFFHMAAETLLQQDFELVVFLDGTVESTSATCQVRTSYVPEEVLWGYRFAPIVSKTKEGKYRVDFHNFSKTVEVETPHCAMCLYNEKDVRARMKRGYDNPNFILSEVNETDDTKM
Redox H2O2 prof = compounds producing H2O2 with reducing agent – biochemical, NIH compound library profiling, artefact control for MLSCN library redox annotation, primary screen. 0.03% of 200,000 active. activation, % at 10 µM. DTT-dependent redox cycling H2O2, phenol red/HRP absorbance; 100% = 100 µM peroxide control, 0% = buffer;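 active means activation of at least 50% relative to the plate's high and low controls in the primary single-dose screen; inactive means activation below 50%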;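 further: compound incubated with DTT at 0.8 mM final as the reducing agent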
PPARg SRC-3 ag = agonists of human PPARgamma SRC-3 coactivator recruitment. P37231. biochemical PPARgamma/SRC-3 coactivator recruitment assay. activation, % at 8 µM. 0.26% of 200,000 active. AID 731; in the data active means activation above about 23%;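 further: 0% = DMSO and 100% = reference agonist; some compounds past the cut are filed as inactive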
bIAP act = intestinal alkaline phosphatase (bovine) activation. activation factor at 20 µM. 0.17% of 200,000 active. purified bovine IAP, CDP-star luminescence, 30 min; hits give high values; fold of DMSO-control signal, blank-subtracted. AID 1016;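 active means activation factor of 2 or more at 20 µM, a signal rise over negative controls twice the positive control's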
bIAP inhibitor = blocks bovine intestinal alkaline phosphatase activity; purified bovine IAP, CDP-star luminescence, 30 min; inhibition, % at 20 µM; 190,000 tested, under 10 active;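 active means over 50% inhibition of intestinal alkaline phosphatase at 20 µM in the single-dose screen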
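System: Purified bovine intestinal alkaline phosphatase (IAP) enzyme | Input: IAP diluted 1/65,000,000 in the well | Also added: CDP-star chemiluminescent phosphatase substrate, 30 µM final | Dosing: 20 µM single dose | Times: Enzyme reaction for 30 min at room temperature | Detection: Luminescence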
L major viab = Leishmania major promastigote growth inhibition; Leishmania major promastigotes, resazurin fluorescence viability; inhibition, % at 10 µM; 9% of 200,000 active; in the data active means inhibition above about 50%;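 further: promastigotes grown with compound for 44 hours at 28 °C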
TR-FRET SRC-2 ct = flags TR-FRET format artefacts in PPARgamma SRC-2 recruitment agonist screen. TR-FRET artefact counter-screen; hits give high values. 0.4% of 200,000 active. TR-FRET ratio at 8 µM. AID 1049; in the data active means TR-FRET ratio above about 2000; further: inactives centre near 1500; reference of the scale not given here
S1P3 antag = antagonists of human S1P3 receptor. Q99500. CHO S1P3 NFAT-BLA reporter, FRET fluorescence, antagonist mode. inhibition, % at 4.98 µM. 0.27% of 170,000 active;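 active means inhibition above the plate cutoff, the mean inhibition of test wells on that plate plus 3 SD, cut at about 28% in these data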;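 further: cells challenged with S1P at its EC80 of 0.8 µM; blue over green emission ratio from cleaved BLA substrate after 4 h stimulation; 0% = S1P-stimulated wells and 100% = unstimulated DMSO-only wells; some compounds past the cut are filed as inactive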
Target sequence (Q99500 whole entry, looked up): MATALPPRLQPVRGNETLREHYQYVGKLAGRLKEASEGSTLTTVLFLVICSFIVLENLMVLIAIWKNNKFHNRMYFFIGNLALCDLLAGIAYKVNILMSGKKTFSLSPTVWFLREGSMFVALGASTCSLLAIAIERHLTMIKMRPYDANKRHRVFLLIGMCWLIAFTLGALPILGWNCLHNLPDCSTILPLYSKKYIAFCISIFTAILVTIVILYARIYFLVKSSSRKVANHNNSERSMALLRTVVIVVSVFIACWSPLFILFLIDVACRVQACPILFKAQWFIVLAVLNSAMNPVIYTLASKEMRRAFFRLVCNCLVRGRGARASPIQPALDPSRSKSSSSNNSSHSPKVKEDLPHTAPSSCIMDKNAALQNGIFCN
PPARg SRC-2 ag = agonists of SRC-2 recruitment by human PPARgamma | P37231 | PPARgamma LBD-SRC-2 recruitment, biochemical | activation, % at 8 µM | 0.34% of 200,000 active; in the data active means activation above about 22%;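 further: 0% = vehicle and 100% = reference agonist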
TLR4 MyD88 comp = TLR4-MyD88 interaction inhibition in cells; O00206+Q99836; HeLa CL3-4 TLR4/MyD88 BLA complementation, FRET ratio; inhibition, % at 8.4 µM; 0.18% of 200,000 active; in the data active means inhibition above about 25%;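 further: 0% = vehicle and 100% = reference inhibitor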
PPARg SRC-1 ag = agonists of human PPARgamma SRC-1 coactivator recruitment; P37231; PPARgamma-SRC-1 coactivator recruitment biochemical assay; activation, % at 8 µM; 0.41% of 200,000 active; in the data active means activation above about 19%;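 further: 0% = DMSO and 100% = reference agonist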
An asterisk follows results filed as active; . = no result given.

compound	ROMK mod	S1P3 antag	PPARg SRC-3 ag	PPARg SRC-2 ag	PPARg SRC-1 ag	L major viab	TLR4 MyD88 comp	Redox H2O2 prof	TR-FRET SRC-2 ct	bIAP inhibitor	bIAP act
CCOC(=O)CSc1nnc(CNC(=O)c2ccc(S(=O)(=O)N(C)C)cc2)n1C	0.11	2	-4	-3	1	-7	-5	-0.6	1571	-6	1.1
COc1ccc(/C=C/C(=O)OCC(=O)Nc2ccc(C)cc2)cc1S(=O)(=O)N1CCOCC1	.	-1	5	-9	8	44	15	-0.5	1489	3	1
Cn1c(=O)c2c(c3ccccc31)OC(C)(C)CC2	-1.3	-13	-4	1	-2	14	-5	-0.1	1422	-11	1.1
CCc1cccc(CC)c1NC(=O)c1ccc(-n2cncn2)nc1	-0.15	-21	1	3	-2	-1	-1	-0.3	1547	1	1
CCCCn1c(SCc2nc3ccccc3s2)nc2ccccc2c1=O	.	-5	3	5	0	4	-3	0.5	1703	19	0.8
Cc1sc2ncnc(N3CCC(C(=O)Oc4cccc(Cl)c4Cl)CC3)c2c1C	-0.35	-8	4	3	3	-1	-5	0.8	1559	5	0.9
Cc1sc2nc(N3CCOCC3)[nH]c(=O)c2c1-c1ccccc1	1.2	-7	1	13	2	-6	-9	-0.4	1838	-12	1.1
CCCNC(=O)NC1C(NC(=O)NCCC)N(C)C(=O)N1C (stereo not drawn)	.	-36	6	3	5	4	-1	3.0	1371	-1	1
COC(=O)C1CCN(C(=O)Cc2ccccc2OC)CC1	-0.07	11	5	1	0	2	1	-0.2	1695	4	1
COc1ccc(C2C(C(=O)N3CCOCC3)=C(C)NC3=C2C(=O)CC(C)(C)C3)cc1O (stereo not drawn)	.	-10	1	5	-2	-1	7	1.1	1550	6	0.9
CC(C)CN(CC(C)C)C(=O)CS(=O)(=O)Cc1ccccc1	0.84	3	-10	9	1	-6	3	1.2	1655	-11	1.1
CCCCN(C)Cc1c(C)[nH]c2ccc(C)cc2c1=O	.	.	-2	3	-1	-4	16	2.1	1690	4	1
COc1ccc(-c2oc(NC(=O)CCl)c(C#N)c2-c2ccc(OC)cc2)cc1	0.49	.	-5	8	5	100*	16	0.1	1754	2	1
CN(C)S(=O)(=O)Oc1ccccc1C(=O)Nc1cccc(C(F)(F)F)c1	.	.	-8	-1	-4	10	8	1.9	1477	7	0.9
CCN(Cc1ccccc1)C(c1ccc(Cl)cc1)c1nnnn1C(C)(C)C (stereo not drawn)	.	.	3	5	-2	15	-15	-7.7	1685	7	0.9
COc1ccc(-c2nnc3ccc(SCc4ccccc4)nn23)cc1	.	1	4	10	13	-4	10	0.6	1729	-8	1.1
O=C(CSc1nnc(COc2cccc3ccccc23)o1)N1CCN(C(=O)c2ccco2)CC1	.	-38	1	-1	2	-5	-5	0.7	1525	4	1
CC#CCCc1nc2ccccc2c(=O)n1N	0.61	4	1	-2	4	-7	-3	-0.4	1439	-1	1
O=C1c2ccccc2C(=O)N1CCC(c1ccc(F)cc1)c1ccco1 (stereo not drawn)	-0.01	-8	-1	5	-2	20	-1	0.7	1643	12	0.9
CCOc1ccc(Oc2c(/C=N/NC(=O)COc3ccccc3OC)c(C)nn2-c2ccccc2)cc1	0.56	-2	6	18	6	39	5	-0.6	1561	-4	1
Cc1ccsc1-c1nc(-c2ccccc2)c(-c2ccccc2)[nH]1	.	.	6	12	6	12	-9	-2.5	1686	10	0.9
CCN(CC)S(=O)(=O)c1ccc2c(c1)nc(CCC(=O)OCC(=O)N1CCc3ccccc31)n2C	0.41	-3	1	-1	-4	8	2	0.2	1465	0	1
COc1cccc(/C=C/C(=O)OCC(=O)NCC2CCCO2)c1 (stereo not drawn)	0.28	-1	2	-2	2	0	-5	-0.5	1572	28	0.7
CCCCCn1c(CNC(=O)COC)nc2ccccc21	.	.	-4	2	8	-4	-5	-2.4	1449	-3	1

Another view of some results above.
> CCN(CC)S(=O)(=O)c1ccc2c(c1)nc(CCC(=O)OCC(=O)N1CCc3ccccc31)n2C
  ROMK mod = 0.41; S1P3 antag = -3; PPARg SRC-3 ag = 1; PPARg SRC-2 ag = -1; PPARg SRC-1 ag = -4; L major viab = 8; TLR4 MyD88 comp = 2; Redox H2O2 prof = 0.2; TR-FRET SRC-2 ct = 1465; bIAP inhibitor = 0; bIAP act = 1

> COc1cccc(/C=C/C(=O)OCC(=O)NCC2CCCO2)c1 (stereo not drawn)
  ROMK mod = 0.28; S1P3 antag = -1; PPARg SRC-3 ag = 2; PPARg SRC-2 ag = -2; PPARg SRC-1 ag = 2; L major viab = 0; TLR4 MyD88 comp = -5; Redox H2O2 prof = -0.5; TR-FRET SRC-2 ct = 1572; bIAP inhibitor = 28; bIAP act = 0.7

Next records:
compound	ROMK mod	S1P3 antag	PPARg SRC-3 ag	PPARg SRC-2 ag	PPARg SRC-1 ag	L major viab	TLR4 MyD88 comp	Redox H2O2 prof	TR-FRET SRC-2 ct	bIAP inhibitor	bIAP act
O=C(Cc1ccccc1)N/N=C/c1ccc2cccc(O)c2n1	-0.38	-8	3	2	1	-6	-9	0.0	1555	-5	1
CC1CC1C(=O)OCC(=O)NCc1ccccc1Cl (stereo not drawn)	.	10	-7	8	-4	-6	-4	0.7	1545	10	0.9
COc1ccc(NC(=O)Nc2ccc(Cc3ccncc3)cc2)c(OC)c1	-1.5	-3	0	1	7	13	-12	0.0	1736	-4	1
Cc1cc(NC(=O)CCCn2cnc([N+](=O)[O-])n2)no1	-0.32	-3	-1	3	-2	2	-4	-0.8	1795	-7	1.1
COc1cc(C)c(Cl)cc1S(=O)(=O)n1cnc(C)c1	-0.081	.	9	6	9	89*	7	0.0	1427	6	0.9
Cc1ccc(NC(=O)CSc2nc(=O)cc(N)n2CCc2ccccc2)cc1	-1.2	0	0	-4	-1	-1	0	0.0	1434	-1	1
CC(NC(=O)COc1ccc(/C=N/NC(=O)C(=O)Nc2ccccc2Br)cc1)c1ccccc1 (stereo not drawn)	.	.	5	7	7	-3	-4	-8.4	1578	-14	1.1
COc1ccccc1CN1CCNC(=O)C1CC(=O)NCc1csc(C)n1 (stereo not drawn)	0.39	12	-1	8	8	-4	-5	-1.3	1540	-8	1.1
CCOc1ccc(Br)cc1S(=O)(=O)NCCN(C)C	-0.091	.	-7	2	-1	-3	-4	-1.6	1475	10	0.9
CCOC(=O)CNC(=O)CSc1nnnn1-c1ccc(C)c(C)c1	.	10	2	2	-3	1	-15	2.5	1355	9	0.9
CCOc1cc(NC(=S)NCCOC)c(OCC)cc1NC(=O)c1ccco1	0.8	8	-2	5	1	6	-10	0.0	1752	-5	1.1
C#CC(=O)N(c1cc(OC)ccc1OC)C(C(=O)NC1CCCC1)c1cccs1 (stereo not drawn)	.	.	2	3	-2	101*	24	-3.9	1533	-2	1
CCc1ccccc1NC(=O)Cn1nc(C(F)(F)F)c2c1CCC2	-1.2	.	-9	4	4	5	-4	0.5	1652	0	1
CCOC(=O)CNC(=O)Nc1cc(C(C)(C)C)nn1-c1ccccc1	.	.	-2	3	5	-3	0	-1.3	1771	-6	1.1
CN(C)C(=S)c1ccc2ccccc2n1	.	.	2	-4	2	-4	0	-0.4	1837	6	0.9
CCc1ccc(NC(=O)CSc2nnc(-c3n[nH]c4ccccc34)n2-c2ccccc2)cc1	0.86	-10	0	-2	5	-3	-8	-0.9	1609	18	0.8
O=C(COC(=O)c1cc2c(s1)CCCC2)NCc1ccccc1Cl	.	2	7	0	0	-8	-12	1.0	1580	7	0.9
Cc1ccc2cc(CN(Cc3ccc4c(c3)OCO4)Cc3nnnn3Cc3ccco3)c(=O)[nH]c2c1	-1.4	5	-4	3	-3	77*	-4	2.2	1572	4	1
O=c1c2cccnc2n(-c2ccccc2)n1Cc1ccc(Cl)cc1	-0.032	11	-1	1	-6	-11	-12	-0.1	1668	-4	1
COc1cccc(/C=N/NC(=O)C(C)Sc2ccccc2)c1 (stereo not drawn)	-0.056	-7	-2	-4	-6	-2	-6	-0.7	1437	11	0.9
Cc1cccc(C)c1NC(=O)C1=C(O)c2ccccc2N(C)S1(=O)=O	.	.	-3	-3	-4	-3	1	2.3	1415	14	0.9
COc1ccc(CCNC(=O)CSc2ncn[nH]2)cc1	0.0025	.	4	-3	7	0	-9	0.2	1752	6	0.9
Cn1nnnc1SCC(=O)Nc1ccc(Br)cc1Cl	.	6	-2	3	0	-3	7	0.3	1544	0	1
O=C(CC1C(=O)N(c2ccccc2)C(=S)N1c1ccccc1)c1ccc(Br)cc1 (stereo not drawn)	0.79	-3	1	2	-6	51*	-8	0.3	1612	-8	1.1
COCc1cc(C)nc(SCC(=O)N2CCC(C)CC2)c1C#N	.	-11	-6	-7	0	1	3	3.2	1377	7	0.9
O=C(CSc1nnc(-c2cccnc2)o1)Oc1ccccc1	0.095	21	0	-1	-2	-4	4	0.2	1607	2	1
COc1ccccc1NC(=O)CSc1nnc(-c2ccccn2)n1Cc1ccco1	1.1	.	-10	-4	1	10	3	0.0	1634	3	1
Cc1ccc(S(=O)(=O)N(CC(=O)N2CCCCC2)c2cccc(C)c2)cc1	-1.9	.	9	1	-1	-3	12	-0.5	1491	4	1
COc1ccc(Cl)cc1NC(=O)C/C(C)=N/NC(=O)CC#N	.	.	8	12	7	-3	-2	1.7	1686	-2	1
O=C(CSc1ccsc1[N+](=O)[O-])N1CCN(c2ccccn2)CC1	-2.2	12	4	7	2	2	4	0.1	1636	-4	1
O=C(NCCN1CCOCC1)c1ccc2c(c1)N(Cc1cccc(F)c1)C(=O)c1ccccc1S2	0.47	1	4	4	0	100*	1	-0.8	1692	-18	1.2
O=C(CCN1C(=O)c2ccccc2C1=O)N1CCN(Cc2ccccc2)CC1	0.16	.	-4	1	-3	-2	-29	3.5	1580	5	1
COc1ccc2[nH]c(C)c(CCN3C(=O)C4CC=CCC4C3=O)c2c1 (stereo not drawn)	.	9	8	-1	2	-2	8	-0.9	1549	-1	1
CCS(=O)(=O)N1CCC(C(=O)NCc2ccc3c(c2)OCO3)CC1	0.37	-8	0	-3	-4	-4	-3	0.3	1508	2	1
O=C1CN(c2nc(-c3cccs3)nc3sc4c(c23)CCCC4)CCN1	1.3	12	4	13	9	76*	-8	-0.2	1795	-18	1.2
Cc1nnc(NC(=O)c2c(-c3ccccc3Cl)noc2C)s1	0.75	1	-4	6	-3	-1	7	12	1405	7	0.9
O=C(Cc1ccccc1)Nc1cccc(NC(=O)c2cccs2)c1	-0.65	2	-6	-5	3	13	-19	0.3	1718	11	0.9
CCOc1ccccc1C(=O)N(C)Cc1cc2cc(OC)ccc2[nH]c1=O	0.27	-13	16	7	2	0	0	-0.1	1599	-5	1
COc1ccccc1OCC(=O)c1[nH]c(C)c(C(C)=O)c1C	.	4	0	5	2	-3	-2	2.1	1509	3	1
Cc1cc(C)c(S(=O)(=O)N2CCCC2=O)c(C)c1	0.12	-1	-4	9	0	0	-8	-0.8	1534	-17	1.2
Cn1c(SCC(=O)NCC2CCCO2)nnc1-c1c[nH]c2ccccc12 (stereo not drawn)	.	.	4	6	-6	-9	-6	-0.4	1490	5	0.9
O=S(=O)(c1cccc(F)c1)N1CCN(C(=S)NCc2ccccc2)CC1	0.07	-20	-5	2	6	13	5	-2.3	1477	2	1
O=[N+]([O-])c1ccc(NCCCNS(=O)(=O)c2ccccc2)c(Cl)c1	-1.8	5	0	1	-3	64*	1	3.0	1540	17	0.8
